High-throughput results as filed in PubChem.
Keap1-Nrf2 PPI: Keap1-Nrf2 protein-protein interaction inhibitors, primary screen, biochemical, fluorescence polarization, single point. Kelch-like ECH-associated protein 1 (Homo sapiens), Q14145. Keap1 Kelch-Nrf2 peptide fluorescence polarization, 1536-well. inhibition, % at 9.4 µM. actives 0.15% (n = 340,000); in the data active = inhibition above about 12%;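 also: human Keap1 Kelch domain with fluorescein labeled Nrf2 9mer peptide probe; 0% = neutral control wells and 100% = peptide positive control; higher means more block of Keap1 binding to Nrf2 peptide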
DAGLB inhibitor: DAGLB lipase inhibitors, primary screen, biochemical, fluorescence, HTS; inhibition, % at 5.17 µM; actives 0.059% (n = 340,000); AID 504411, 2011; Diacylglycerol lipase-beta (Homo sapiens), Q8NCG7; HEK293T DAGLB membrane lysate, EnzChek fluorogenic substrate; in the data active = inhibition above about 34%;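 also: 0% = enzyme with vehicle and 100% = wells lacking enzyme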
Arr AP2 block: inhibitors of beta-arrestin/AP2 binding, primary screen, biochemical, GPCR trafficking, flow cytometry | beta-arrestin 1 C-terminal peptide binding to AP2 beta2-adaptin appendage (human) | FITC-arrestin peptide / GST-AP2 beads; AP2 beta2 appendage carries R879A mutation | inhibition, % at 10 µM | actives 0.31% (n = 340,000);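 active = inhibition above a set limit, near 3 SD of compounds lacking own fluorescence, cut at about 54% in these data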;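 also: plate controls were DMSO wells for no effect and 5 µM unlabelled arrestin peptide for full effect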
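Test system: GST-tagged AP2 beta2-adaptin appendage (R879A) on 4 µm glutathione beads; also added: fluorescein-tagged arrestin peptide at 50 nM final; timing: 12 min plus 1 h, RT; signal: flow cytometry, FL1 (488/535 nm); read-out: percent drop in bead-associated FITC signal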
SR-BI DiI inh: inhibitors of SR-BI mediated HDL lipid uptake, primary screen, ldlA[mSR-BI] cells, fluorescence, single point | ldlA[mSR-BI] CHO cells, DiI-HDL uptake fluorescence, 3 h | inhibition, % at 12.5 µM | actives 0.96% (n = 320,000) | AID 488896, 2010;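 active = mean replicate inhibition of at least 70% and a set share of replicates each scoring 70 or more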;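 also: 0% = median of neutral control wells and 100% = median of positive control wells; values of inactives mirror those of a sister screen read the other way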
Target sequence (Q61009 whole entry, looked up): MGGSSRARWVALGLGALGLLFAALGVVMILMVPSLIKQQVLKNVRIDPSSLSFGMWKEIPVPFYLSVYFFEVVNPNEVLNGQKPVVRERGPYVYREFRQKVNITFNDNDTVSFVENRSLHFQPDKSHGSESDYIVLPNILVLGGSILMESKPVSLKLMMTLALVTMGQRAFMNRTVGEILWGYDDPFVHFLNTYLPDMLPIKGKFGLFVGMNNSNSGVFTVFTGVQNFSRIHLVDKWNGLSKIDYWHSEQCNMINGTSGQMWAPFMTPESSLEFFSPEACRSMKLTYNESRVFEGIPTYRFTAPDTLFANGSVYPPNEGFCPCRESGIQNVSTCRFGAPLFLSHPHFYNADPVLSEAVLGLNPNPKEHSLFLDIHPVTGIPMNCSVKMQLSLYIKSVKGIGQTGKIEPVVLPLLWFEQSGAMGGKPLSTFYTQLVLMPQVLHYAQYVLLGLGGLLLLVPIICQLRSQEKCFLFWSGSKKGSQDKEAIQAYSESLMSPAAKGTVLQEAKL
C-LANA FP: inhibitors of KSHV C-LANA binding to DNA, primary screen, biochemical, fluorescence polarization, FAM-LBS DNA, MBP-C-LANA, single point. actives 0.078% (n = 340,000). inhibition, % at 9 µM. Kaposi's sarcoma herpesvirus LANA C-terminal domain (residues 932-1162) DNA binding;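 active = highest replicate inhibition at or above 60% at 9 µM, even if other replicates fall short; inactive = all replicates below 60% inhibition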;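 also: 0% = neutral control wells and 100% = 4 µM acridine orange control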
PKA-R2B activ: activators of PKA-R2B holoenzyme, primary screen, biochemical, fluorescence polarization, Cy5-IP20, human; cAMP-dependent protein kinase catalytic subunit beta (Homo sapiens) + cAMP-dependent …; PKA-R2B holoenzyme dissociation; R2B truncated from residue 108, S112A mutant; 0% DMSO only, 100% 113 µM cGMP; activation, % at 11.4 µM; actives 0.079% (n = 340,000);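 active = activation above a cutoff set at the mean over all compounds plus 3 SD, cut at about 18% in these data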;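 also: higher means more holoenzyme dissociation and a rise in polarization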
Target sequence (P31323 whole entry, looked up, other chains not shown, the tested form may be a part): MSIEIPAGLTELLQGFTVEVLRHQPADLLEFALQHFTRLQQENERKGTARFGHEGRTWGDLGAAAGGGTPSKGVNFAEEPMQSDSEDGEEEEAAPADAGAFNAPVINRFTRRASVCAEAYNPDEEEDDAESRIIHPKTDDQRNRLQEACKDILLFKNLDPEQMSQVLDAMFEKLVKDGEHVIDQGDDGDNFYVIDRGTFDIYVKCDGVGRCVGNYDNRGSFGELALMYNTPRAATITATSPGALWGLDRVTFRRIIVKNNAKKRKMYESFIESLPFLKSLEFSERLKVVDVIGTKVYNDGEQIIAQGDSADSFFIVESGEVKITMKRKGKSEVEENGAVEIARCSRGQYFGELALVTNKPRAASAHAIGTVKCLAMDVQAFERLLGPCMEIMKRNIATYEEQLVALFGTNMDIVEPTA
Cardiac RTF inh: cardiac RTF calcium sensitivity inhibitors, primary screen, biochemical, IANBD-TnC fluorescence, EC70 calcium; IANBD-labeled cardiac RTF, Ca2+ fluorescence; inhibition, % at 7.15 µM; actives 0.12% (n = 340,000);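 active = inhibition above the mean inhibition of all tested compounds plus 3 SD, cut at about 17% in these data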;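 also: assay run at fixed EC70 calcium of 1.6 mM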
PvdQ inh: P. aeruginosa PvdQ acylase inhibitors, primary screen, biochemical, fluorescence, plate reader and imaging, single point; PvdQ acylase [Pseudomonas aeruginosa LESB58]; purified PvdQ acylase; inhibition, % at 10 µM; actives 0.063% (n = 340,000); AID 488965, 2010; in the data active = inhibition above about 30%, passing the limit was not always enough;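 also: 0% = vehicle neutral wells and 100% = reference inhibitor wells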
SR-BI DiI-HDL act: activators of SR-BI mediated DiI-HDL uptake, primary screen, ldlA[mSR-BI] CHO cells, DiI fluorescence. 3 h; 100 = double the neutral-control signal. activation, % at 12.5 µM. actives 0.096% (n = 320,000);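 active = mean replicate activation of at least 60% and every replicate at or above 60%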;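 also: 0% = median plate neutral-control signal and 100% = twice that signal; values of inactives mirror those of a sister screen read the other way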
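System: LDL receptor-deficient CHO ldlA cells overexpressing murine SR-BI | Timing: 3 h uptake period with compound, 37 °C | Medium: HEPES-buffered (25 mM, pH 7.4) F12 plus 0.5% BSA | Dosing: Single-point compound dose | Signal: Bottom-read fluorescence, 550/595 nm | Read-out: Retained DiI signal reflecting DiI-HDL uptake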
NSD2 HMT inh: NSD2 histone methyltransferase inhibitors, primary screen, biochemical, AlphaScreen, single concentration, set 2; Histone-lysine N-methyltransferase NSD2 (Homo sapiens), O96028; NSD2 peptide methylation, 120 min; inhibition, % at 12.5 µM; actives 0.54% (n = 310,000); AID 743445, 2014; in the data active = inhibition above about 50%
* hit, by the source's call; . = no result given.

SMILES	Keap1-Nrf2 PPI	DAGLB inhibitor	Arr AP2 block	SR-BI DiI inh	C-LANA FP	PKA-R2B activ	Cardiac RTF inh	PvdQ inh	SR-BI DiI-HDL act	NSD2 HMT inh
CC(C)(C)c1ccc(C(=O)N2CCN(C(=O)c3ccco3)CC2)cc1	-1	1	-7	-10	2.6	10	-1	-13	10	-3
Cc1ccc(NC(=O)CN(C)C(=O)COc2c(Cl)cc(Cl)c3ccc(C)nc23)cc1	-5	1	-2	15	0.2	-4	-7	-11	-15	1
O=C(COc1ccccc1Cl)Nc1cnn(Cc2ccccc2)c1	-2	-5	7	-43	-2.3	4	-2	-13	43	-1
Cc1ccccc1CSCCNC(=O)CSCc1ccc([N+](=O)[O-])cc1	-2	-1	4	-11	-0.5	10	-7	-9	11	-2
CCOCCCn1c(=S)[nH]c2cc(C(=O)NCCOC)ccc2c1=O	-4	1	-4	17	0.1	7	-2	-17	-17	1
CCOC(=O)Cc1csc(NC(=O)CSc2nnc(-c3ccc(NS(=O)(=O)CC)cc3)o2)n1	-5	3	3	-1	-2.5	14	-7	-6	1	-1
COc1cccc(C(=O)NCC(=O)NNc2ncnc(N)c2[N+](=O)[O-])c1	-2	-3	-12	-6	0.7	4	-7	-9	6	-9
Cn1cc(C=O)c(-c2ccc3c(c2)OCCCO3)n1	-4	0	9	5	-3.9	-3	9	2	-5	-3
CCOC(=O)C1CCN(C(=O)C2CC(=O)N(c3ccc4c(c3)OCCO4)C2)CC1 (configuration not stated)	-3	1	-3	3	0.0	-15	-8	-15	-3	-2
CCCCC(=O)N(CCOC)c1nnc(-c2ccccc2C)s1	-1	-7	-1	54	1.3	-4	-14	-8	-54	-38
Cc1cccc(CSc2ccc(-c3ccco3)nn2)c1	-5	-6	-7	21	0.8	-9	-3	-1	-21	6
CCC1(CC)C(=O)N(C)C(=O)NC1=Nc1ccc(OC)cc1	0	1	-5	-14	1.6	1	-2	-15	14	-1
COc1ccc(CN2C(=O)c3cccnc3C2=O)cc1S(=O)(=O)NCc1ccccc1	-2	3	-3	-12	4.3	-3	-9	7	12	-3
CC(=O)Nc1ccc(NC(=O)Nc2ccccc2)cc1	2	0	4	-16	1.6	7	-11	1	16	-1
CC1COCC(C)N1C1=C(Cl)C(=O)c2ccccc2C1=O (configuration not stated)	0	-1	29	-23	1.3	-11	-4	-14	23	107*
Oc1ccc(-c2csc(Nc3ncccn3)n2)c(O)c1	-8	4	4	-2	1.0	-9	-15	-14	2	-3
O=C(CCCn1c(=S)[nH]c2cc3c(cc2c1=O)OCO3)NCc1ccco1	-4	1	-16	4	-0.4	1	-11	-8	-4	0
c1ccc2sc(N3CN(CCN4CCOCC4)CN(c4nc5ccccc5s4)C3)nc2c1	-7	-5	2	9	-1.6	-2	-9	6	-9	.
CCCOc1cccc(C(=O)Nc2ccccc2C(=O)N2CCN(C)CC2)c1	-7	2	-8	-16	2.6	6	-6	-10	16	2
O=C(COc1ccc(Cl)cc1Cl)Nc1ccc(-c2ccc(N3CCOCC3)nn2)cc1	-2	3	38	-8	-0.1	5	2	-3	8	2

An excerpt of these results, with each value named:
> O=C(COc1ccc(Cl)cc1Cl)Nc1ccc(-c2ccc(N3CCOCC3)nn2)cc1
  Keap1-Nrf2 PPI: -2 | DAGLB inhibitor: 3 | Arr AP2 block: 38 | SR-BI DiI inh: -8 | C-LANA FP: -0.1 | PKA-R2B activ: 5 | Cardiac RTF inh: 2 | PvdQ inh: -3 | SR-BI DiI-HDL act: 8 | NSD2 HMT inh: 2

> CC(=O)Nc1ccc(NC(=O)Nc2ccccc2)cc1
  Keap1-Nrf2 PPI: 2 | DAGLB inhibitor: 0 | Arr AP2 block: 4 | SR-BI DiI inh: -16 | C-LANA FP: 1.6 | PKA-R2B activ: 7 | Cardiac RTF inh: -11 | PvdQ inh: 1 | SR-BI DiI-HDL act: 16 | NSD2 HMT inh: -1

> O=C(CCCn1c(=S)[nH]c2cc3c(cc2c1=O)OCO3)NCc1ccco1
  Keap1-Nrf2 PPI: -4 | DAGLB inhibitor: 1 | Arr AP2 block: -16 | SR-BI DiI inh: 4 | C-LANA FP: -0.4 | PKA-R2B activ: 1 | Cardiac RTF inh: -11 | PvdQ inh: -8 | SR-BI DiI-HDL act: -4 | NSD2 HMT inh: 0

Fetched by compound from the entries so far, 2 records:
SMILES	Keap1-Nrf2 PPI	DAGLB inhibitor	Arr AP2 block	SR-BI DiI inh	C-LANA FP	PKA-R2B activ	Cardiac RTF inh	PvdQ inh	SR-BI DiI-HDL act	NSD2 HMT inh
COc1ccc(CN2C(=O)c3cccnc3C2=O)cc1S(=O)(=O)NCc1ccccc1	-2	3	-3	-12	4.3	-3	-9	7	12	-3
CCCOc1cccc(C(=O)Nc2ccccc2C(=O)N2CCN(C)CC2)c1	-7	2	-8	-16	2.6	6	-6	-10	16	2

New compounds follow:
SMILES	Keap1-Nrf2 PPI	DAGLB inhibitor	Arr AP2 block	SR-BI DiI inh	C-LANA FP	PKA-R2B activ	Cardiac RTF inh	PvdQ inh	SR-BI DiI-HDL act	NSD2 HMT inh
COc1ccc(F)c(CN2CCCC(CO)(Cc3cccc(Cl)c3)C2)c1 (configuration not stated)	-2	-6	2	-3	-2.0	-1	-4	-5	3	0
CSc1ncccc1C(=O)OCC(=O)NC12CC3CC(CC(C3)C1)C2	-3	-5	5	1	0.1	7	4	-17	-1	-3
c1cc(CNC2C3CC4CC(C3)CC2C4)ccn1 (configuration not stated)	2	0	13	5	1.8	-2	-5	-10	-5	-2
CCOC(=O)c1ccc2c(c1)N(CC(=O)N1CCCCC1)C(=O)C(C)(C)O2	2	-1	0	-6	-1.1	-7	-20	-13	6	-2
Cc1c(Cl)cccc1NC(=S)/C(=C(\[O-])c1ccc(Cl)s1)[n+]1ccccc1	-4	2	12	-1	0.6	-14	3	14	1	5
COC(=O)c1ccccc1NC(=O)CSc1nnc(-c2cccnc2)n1C	5	-1	4	-18	0.8	-1	-8	-10	18	-1
O=C(Nc1ccc(Sc2ccc(Br)cc2)cc1)c1ccco1	0	-11	-1	2	-1.2	2	1	5	-2	1
CC(C)(C)NS(=O)(=O)c1cc2c3c(c1)CCN3C(=O)CC2	-5	1	-1	-3	-0.6	2	7	-4	3	-1
CC(C)(C)OC(=O)N[C@@H](C(=O)OC(C)(C)C)c1ccc2ccccc2c1	-2	-1	-11	41	-0.1	4	-7	-15	-41	.
Cc1nonc1CC(=O)N1CCc2c([nH]c3ccccc23)C1c1ccccc1F (configuration not stated)	-1	0	-1	13	-0.4	-4	2	3	-13	-4
COc1cccc(NC(=O)CCC(=O)Nc2ccc3nc(N4CCOCC4)cc(C)c3c2)c1	-3	-2	-16	68	-1.1	6	-8	-10	-68	4
O=C(c1ccc2c3n(nc2c1)-c1ccccc1CO3)N1CCCCC1	-6	2	-7	30	0.8	-4	8	-6	-30	.
COc1ccc(NC(=O)CCN2CCN(S(=O)(=O)c3ccc(OC)cc3)CC2)cc1	-7	-2	23	-17	3.0	6	-5	-9	17	.
CC[C@@H](C)[C@H](CNC)NC[C@@H](Cc1cccc2ccccc12)NCCc1cccc(C(F)(F)F)c1	3	-14	24	-38	2.3	5	9	2	38	.
Cc1ccc(SCC(=O)N2CCN(c3ccc(F)cc3)CC2)cc1	1	-3	29	-15	-0.6	-5	-7	9	15	-1
Cc1c(-c2ccccc2)[n+](=O)c2c(n1[O-])CCCC2	-4	-2	-4	-16	-17	-11	2	-13	16	-3
O=C(CCn1nnc2ccccc2c1=O)N[C@@H](Cc1c[nH]c2ccccc12)C(=O)O	2	-3	-9	.	0.3	4	-1	-11	.	-4
COc1cc(C(C)=O)ccc1OCc1cn(CC(=O)c2ccc(O)cc2)nn1	-4	-4	11	16	-1.3	-1	-3	-16	-16	.
COc1ccc(CCNC(=O)CCSCc2ccccc2F)cc1OC	5	1	-9	-6	-1.8	4	-9	-15	6	-4
Cc1ccc(S(=O)(=O)N2CCOCC2)cc1C(=O)OC(C)C(=O)c1ccccc1 (configuration not stated)	4	-2	7	32	0.3	-6	-5	-6	-32	0
CN1C(=O)/C(=C/C=C2\SCCN2C)N(C)C1=S	-12	10	25	5	-0.7	-8	-15	-9	-5	-3
COc1ccc(-c2noc(CN(C(=O)c3ccc4c(c3)OCO4)C(C)C)n2)cc1	-1	-6	24	-5	-0.9	-9	-2	5	5	6
CN(C(=O)c1cccc(NC(=O)Cc2ccc(NC(=O)C3CCN(S(=O)(=O)c4cccc([N+](=O)[O-])c4)CC3)cc2)c1)C1CCC1	0	-1	-13	51	1.2	6	-10	-11	-51	.
Cc1cccc(C(C)C)c1NC(=O)CSc1ncnc2[nH]ncc12	-4	-1	-8	-9	-2.6	-2	-10	-9	9	-1
CC(C)(CNC(=O)CO/N=C1/C=C2CCC3C(C(O)C[C@@]4(C)C3CC[C@]4(O)C(=O)CO)[C@@]2(C)CC1)C(O)C(=O)O (some centres not stated)	-1	-1	15	-5	-5.6	5	-6	-13	5	1
CCN1CCN(c2c(Cl)cccc2NC(=O)c2ccc([N+](=O)[O-])o2)CC1	1	0	-4	5	2.0	-16	-2	-7	-5	.
O=C(O)c1ccc(/C=N/N2CCN(C3c4ccccc4-c4ccccc43)CC2)cc1	3	-1	23	.	-0.9	-3	-4	5	.	9
CCOC(=O)c1cccc(S(=O)(=O)N(CCO)Cc2cc3cc(OC)ccc3[nH]c2=O)c1	-4	-2	-3	-28	-0.4	-2	0	-14	28	5
CCN(CC)C(=O)CSc1nc2sc3c(c2c(=O)n1CCOC)CCC3	1	0	13	-23	-1.3	3	1	6	23	1
O=C(Nc1ccccc1N1CCCCC1)c1ccc(N2C(=O)c3ccccc3C2=O)cc1	1	-6	1	55	-0.3	0	2	4	-55	1

Outcome played no part in choosing rows, and some 2.1% of all compounds hit somewhere here.
